Source: PubChem BioAssay
FLuc inhib CS: firefly luciferase enzyme inhibitors, primary screen, artefact control for luciferase-based inhibitor screens, biochemical, luminescence, ATPLite. inhibition, % at 10 µM. 10 min. 1.5% of 200,000 active. Luciferin 4-monooxygenase (Photinus pyralis), P08659. AID 1006, 2008;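 active = inhibition above about 50% when tested at 10 µM, limit read from the data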
Target sequence (P08659 whole entry, looked up): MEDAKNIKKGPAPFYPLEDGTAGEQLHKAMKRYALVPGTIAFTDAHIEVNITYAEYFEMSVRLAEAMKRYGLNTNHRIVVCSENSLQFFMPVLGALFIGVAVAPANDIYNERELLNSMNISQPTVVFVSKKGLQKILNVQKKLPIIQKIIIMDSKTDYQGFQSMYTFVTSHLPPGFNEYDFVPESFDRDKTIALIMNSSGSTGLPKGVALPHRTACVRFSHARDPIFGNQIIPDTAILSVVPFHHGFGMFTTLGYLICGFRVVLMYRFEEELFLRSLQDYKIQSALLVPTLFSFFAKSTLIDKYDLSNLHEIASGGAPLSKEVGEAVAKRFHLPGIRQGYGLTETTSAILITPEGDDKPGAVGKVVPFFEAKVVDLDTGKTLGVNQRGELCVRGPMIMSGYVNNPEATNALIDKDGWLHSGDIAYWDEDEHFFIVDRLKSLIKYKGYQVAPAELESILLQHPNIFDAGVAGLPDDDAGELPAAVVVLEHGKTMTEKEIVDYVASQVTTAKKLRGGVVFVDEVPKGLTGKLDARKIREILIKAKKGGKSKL
APP 5'UTR act: activators of APP 5'UTR luciferase reporter, primary screen, SH-SY5Y cells; SH-SY5Y APP 5'UTR luciferase reporter, luminescence; zero percent = DMSO vehicle wells; 1% of 190,000 active; activation, % at 2 µM; AID 1276, 2008;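 active = activation above a set limit, based on mean plus 3 SD of controls, cut at about 140% in these data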; also: values of inactives mirror those of a sister screen read the other way
bIAP activator: bovine intestinal alkaline phosphatase activators, primary screen, biochemical, bovine IAP, CDP-star luminescence. activation factor at 20 µM. 0.17% of 200,000 active. purified bovine IAP, 30 min; active compounds read high; fold of DMSO-control signal, blank-subtracted;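 active = activation factor of 2 or more at 20 µM, a signal rise over negative controls twice the positive control's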
PMI activator: activators of human PMI, primary screen, biochemical, fluorescence intensity, near-Km mannose 6-phosphate | Mannose-6-phosphate isomerase (Homo sapiens), P34949 | 0.005% of 190,000 active | purified human PMI, coupled resazurin fluorescence, 20 min; active compounds read high; 1 = vehicle control, 0 substrate-free wells | activation factor at 20 µM;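 active = activation factor of 2 or more at 20 µM, relative to plate controls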
Target sequence (P34949 whole entry, looked up): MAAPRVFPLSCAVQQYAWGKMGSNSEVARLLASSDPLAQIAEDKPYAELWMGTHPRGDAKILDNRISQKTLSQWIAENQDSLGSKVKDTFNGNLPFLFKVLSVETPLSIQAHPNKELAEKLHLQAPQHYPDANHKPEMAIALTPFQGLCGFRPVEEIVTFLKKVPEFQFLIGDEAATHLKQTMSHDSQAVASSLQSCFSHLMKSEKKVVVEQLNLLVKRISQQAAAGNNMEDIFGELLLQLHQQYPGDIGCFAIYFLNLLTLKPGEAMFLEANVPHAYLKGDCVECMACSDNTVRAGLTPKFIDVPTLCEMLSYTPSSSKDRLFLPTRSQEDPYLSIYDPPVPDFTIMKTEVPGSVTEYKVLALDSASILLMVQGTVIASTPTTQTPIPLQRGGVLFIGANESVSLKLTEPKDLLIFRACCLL
TNAP inh hi DEA: human TNAP enzyme inhibitors, primary screen, biochemical, luminescent, high phosphate acceptor level, uHTS | 0.03% of 200,000 active | Alkaline phosphatase, tissue-nonspecific isozyme (Homo sapiens), P05186 | inhibition, % at 20 µM | AID 1135, 2008 | purified TNAP, CDP-star luminescence, 1 M DEA;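 active = over 50% inhibition of tissue-nonspecific alkaline phosphatase at 20 µM in the single-dose screen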;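 also: plate controls were DMSO wells for no effect and EDTA-quenched wells as full inhibition for full effect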
PMI act satM6P: human PMI activators, high substrate, primary screen, biochemical, fluorescence intensity, near-saturating mannose 6-phosphate; activation factor at 20 µM; AID 1216, 2008; 0.34% of 190,000 active; coupled PMI enzyme assay, resazurin fluorescence, 20 min; active compounds read high; 1 = untreated enzyme, 0 = substrate-free blank; Mannose-6-phosphate isomerase (Homo sapiens), P34949;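 active = activation factor of 2 or more at 20 µM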
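assay system = human phosphomannose isomerase with PGI, G6PDH, diaphorase coupling enzymes | quantity = 15 ng/mL PMI | incubation = enzyme reaction with compound 20 min at room temperature | medium = HEPES pH 7.4 buffer with MgCl2 and Tween-20 | compound dosing = one concentration, 20 µM, in 1% DMSO | measured by = Diaphorase-driven resazurin-to-resorufin fluorescence, excitation 544, emission 590 nm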
TNAP inh no acc: human TNAP enzyme inhibitors, primary screen, biochemical, luminescent, no phosphate acceptor, uHTS; Alkaline phosphatase, tissue-nonspecific isozyme (Homo sapiens), P05186; purified TNAP, CDP-star luminescence, 30 min; inhibition, % at 20 µM; 0.26% of 200,000 active; AID 1012, 2008;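 active = tissue-nonspecific alkaline phosphatase inhibition above about 50% at 20 µM in the single-dose screen, limit read from the data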;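 also: 0% = DMSO negative control and 100% = EDTA positive control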
TNAP act hiacc: TNAP activators at high phosphate acceptor level, primary screen, biochemical, luminescence, uHTS; Alkaline phosphatase, tissue-nonspecific isozyme (Homo sapiens), P05186; purified TNAP, CDP-star luminescence, 1 M DEA, 30 min; active compounds read high; 0 = EDTA background, 1 = DMSO-only activity; activation factor at 20 µM; 200,000 tested, under 10 active; AID 1136, 2008;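 active = activation factor at least 2 at 20 µM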
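system = human TNAP | amount = enzyme diluted 1/800 final | reagent = 100 µM CDP-star substrate | signal = luminescent substrate turnover signal | dosing = one dose, 20 µM | benchmarks = EDTA negative control, DMSO positive control | measure = activation factor | timing = 30 min reaction, room temperature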
NF-kB neuron act: activators of NF-kB expression in neurons, primary screen, cell-based, HTS; fold change at 12.5 µM; 1.6% of 190,000 active; human neuronal cells, NF-kB reporter expression; active compounds read high; AID 1239, 2008; in the data active = fold change above about 3.3
FLuc act counter: FLuc activators, initial screening, artefact control for FLuc-dependent activation tests, biochemical, ATPlite luminescence. activation factor at 10 µM. AID 1027, 2008. 200,000 tested, under 10 active. ATPlite luciferase biochemical, 10 min; 0 = ATP-free wells, 1 = DMSO control. Luciferin 4-monooxygenase (Photinus pyralis), P08659;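 active = luciferase activation factor, scaled between plate controls, of at least 2 with compound at 10 µM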
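Material: luciferase plus luciferin reagent, cell-free. Medium: PBS buffer for ATP. Also added: ATP substrate, dispensed from a 10.24 µM working solution in PBS. Doses: test compounds dosed from 2 mM stocks in 100% DMSO. Incubation: 10 min post-reagent at room temperature. Technique: light output (luminescence). Read-out basis: luminescence gain marking luciferase activators.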
* = called active by the depositor; nt = no result given.

SMILES | FLuc inhib CS | APP 5'UTR act | bIAP activator | PMI activator | TNAP inh hi DEA | PMI act satM6P | TNAP inh no acc | TNAP act hiacc | NF-kB neuron act | FLuc act counter
O=C(/C=C/Nc1ccc(OC(F)(F)F)cc1)C(F)(F)F | 1 | 19 | 0.9 | 0.9 | -2 | 0.9 | -6 | 1 | 1.2 | 1
Cc1csc(NC(=O)c2ccc(Cl)cc2[N+](=O)[O-])n1 | 28 | 63 | 0.9 | 0.9 | -1 | 0.8 | -6 | 1 | 2.4 | 0.7
CCCNC(=O)NC(=O)COC(=O)CC(NC(N)=O)c1ccc(Cl)cc1 (stereo not drawn) | 1 | 10 | 0.9 | 1 | -5 | 1 | -8 | 1.1 | 0.96 | 1
O=C(CSc1ccc2nnc(-c3ccc(F)cc3)n2n1)NCc1ccco1 | -3 | -4 | 0.9 | 1.3 | -2 | 1.4 | -10 | 1 | 1.4 | 1
Cc1c(NC(=O)c2ccc3c(c2)OCO3)cccc1-c1nc2ccccc2o1 | 4 | -10 | 1 | 0.9 | -6 | 0.8 | -6 | 1.1 | 1.4 | 1
Cn1c(N)c(C(=O)COC(=O)c2cc(C(F)(F)F)nc3ccccc23)c(=O)n(C)c1=O | -9 | -7 | 0.9 | 1 | 2 | 1 | 2 | 1 | 0.61 | 1.1
Cc1cc(Cl)cc(Br)c1OCCCN1C(=O)NC(C)(C)C1=O | -7 | -7 | 1 | 0.9 | -6 | 1 | -3 | 1.1 | 0.99 | 1.1
COc1cccc(-c2noc(C3CCCN(S(=O)(=O)c4cccc(Cl)c4C)C3)n2)c1 (stereo not drawn) | -8 | 9 | 1 | 1 | -2 | 1 | 14 | 1 | 1 | 1.1
O=C1C2C(c3ccccc3)C=CC(c3ccccc3)C2C(=O)N1CCO (stereo not drawn) | -4 | -10 | 0.9 | 1 | 0 | 0.9 | -2 | 1 | nt | 1
CC(=O)N1c2c(cc(Br)cc2S(=O)(=O)NCc2cccnc2)CC1C (stereo not drawn) | -1 | 23 | 1 | 0.9 | -1 | 1 | -7 | 1 | 0.93 | 1
CC(=O)Nc1ccc(NC2=C(Cl)C(=O)c3ccccc3C2=O)cc1 | 5 | -89 | 1 | 1 | 10 | 0.4 | 7 | 0.9 | 1.7 | 0.9
COC(=O)c1ccc(NC(=O)COc2ccc(S(=O)(=O)N3CCCCC3)cc2)cc1 | -2 | -8 | 0.8 | 0.9 | -3 | 1 | -15 | 1 | 1.2 | 1
O=C1CS/C(=N/N=C/c2ccccc2OS(=O)(=O)c2ccccc2)N1 | -4 | -9 | 1 | 1 | -3 | 0.9 | -4 | 1 | 0.97 | 1
COc1ccc2occ(C(=O)c3cccs3)c2c1 | 33 | 55 | 0.5 | 0.9 | -1 | 0.9 | -10 | 1 | 4.3* | 0.7
CC(=O)C1=C(O)C(=O)N(CCC(=O)O)C1c1ccc(Cl)cc1Cl (stereo not drawn) | 2 | -9 | 0.9 | 1.2 | -4 | 1.3 | 9 | 1 | 0.95 | 1
COc1cc(Cl)c(C)cc1NC(=O)CN(C)Cc1cccc(OC)c1OC | 1 | -1 | 1.1 | 0.9 | -1 | 0.9 | -6 | 1 | 1.1 | 1
O=C(CS(=O)(=O)c1ccccc1)Nc1ccccn1 | -5 | -20 | 0.9 | 0.9 | -4 | 0.9 | -12 | 1 | 0.96 | 1
CCOc1ccc(OCCCN(C)C)cc1 | 0 | -12 | 1 | 0.8 | -10 | 0.9 | -14 | 1.1 | 1.7 | 1
CC(C)NS(=O)(=O)c1ccc(OCC(=O)Nc2ccc3c(c2)OCO3)c(Cl)c1 | -7 | 1 | 0.9 | 0.9 | -6 | 0.9 | -9 | 1.1 | 0.93 | 1.1
Cc1c(Nc2nc(-c3cccc([N+](=O)[O-])c3)cs2)c(=O)n(-c2ccccc2)n1C | 2 | 1 | 1 | 0.9 | 1 | 1 | -2 | 1 | 0.91 | 1
O=C(NN1C(=O)c2ccccc2NC1c1ccoc1)c1ccccc1 (stereo not drawn) | -6 | 17 | 0.9 | 1.1 | 0 | 1.1 | -8 | 1 | 1.4 | 1.1
CC1=NOC(=O)/C1=C\c1ccc2c(c1)OCO2 | -4 | -16 | 1.1 | 1 | -1 | 1.1 | -14 | 1 | 0.93 | 1
CC(C)Sc1nnc([C@H](C)NC(=O)OC(C)(C)C)o1 | -6 | -5 | 0.9 | 1 | -9 | 1 | -16 | 1.1 | 1.1 | 1.1
CC(C)(C)C(=O)Nc1nc(-c2ccccc2)ns1 | 42 | 144* | 1 | 0.9 | -1 | 0.8 | -8 | 1 | 5.9* | 0.6
COc1ccc(C(=O)NCc2nc3ccccc3[nH]2)cc1OC | -3 | -5 | 1.1 | 0.9 | 0 | 0.8 | -18 | 1 | 1.5 | 1

Entries of single compounds as entered above.
Cc1cc(Cl)cc(Br)c1OCCCN1C(=O)NC(C)(C)C1=O as listed: FLuc inhib CS: -7; APP 5'UTR act: -7; bIAP activator: 1; PMI activator: 0.9; TNAP inh hi DEA: -6; PMI act satM6P: 1; TNAP inh no acc: -3; TNAP act hiacc: 1.1; NF-kB neuron act: 0.99; FLuc act counter: 1.1
CCOc1ccc(OCCCN(C)C)cc1 as listed: FLuc inhib CS: 0; APP 5'UTR act: -12; bIAP activator: 1; PMI activator: 0.8; TNAP inh hi DEA: -10; PMI act satM6P: 0.9; TNAP inh no acc: -14; TNAP act hiacc: 1.1; NF-kB neuron act: 1.7; FLuc act counter: 1

Compounds from the list above that contain fluorine (3):
SMILES | FLuc inhib CS | APP 5'UTR act | bIAP activator | PMI activator | TNAP inh hi DEA | PMI act satM6P | TNAP inh no acc | TNAP act hiacc | NF-kB neuron act | FLuc act counter
O=C(/C=C/Nc1ccc(OC(F)(F)F)cc1)C(F)(F)F | 1 | 19 | 0.9 | 0.9 | -2 | 0.9 | -6 | 1 | 1.2 | 1
O=C(CSc1ccc2nnc(-c3ccc(F)cc3)n2n1)NCc1ccco1 | -3 | -4 | 0.9 | 1.3 | -2 | 1.4 | -10 | 1 | 1.4 | 1
Cn1c(N)c(C(=O)COC(=O)c2cc(C(F)(F)F)nc3ccccc23)c(=O)n(C)c1=O | -9 | -7 | 0.9 | 1 | 2 | 1 | 2 | 1 | 0.61 | 1.1

(list continues)
SMILES | FLuc inhib CS | APP 5'UTR act | bIAP activator | PMI activator | TNAP inh hi DEA | PMI act satM6P | TNAP inh no acc | TNAP act hiacc | NF-kB neuron act | FLuc act counter
O=C(NNS(=O)(=O)c1ccc([N+](=O)[O-])cc1)c1cnn(-c2ccccc2)c1-n1cccc1 | -4 | 7 | 1 | 1 | 2 | 1.1 | -3 | 1 | 1 | 1
Cc1ccc(SC(C)C(=O)Nc2ccccc2-c2ccccc2)cc1 (stereo not drawn) | -8 | 7 | 0.9 | 0.9 | 0 | 1 | -17 | 1 | 1.1 | 1.1
COc1ccc2nc(N(CCN(C)C)C(=O)/C=C/c3cccs3)sc2c1 | -7 | 11 | 0.8 | 1 | -1 | 0.9 | -6 | 1 | 1.1 | 1.1
O=C(CSc1nnc(-c2ccccn2)n1Cc1ccco1)c1ccccc1 | -2 | 14 | 0.9 | 1.1 | -2 | 1 | 5 | 1 | 1.1 | 1
O=C(Nc1nnc(COc2ccccc2)s1)c1ccco1 | 3 | -6 | 0.9 | 1 | 2 | 0.9 | 0 | 1 | 1.2 | 1
Cc1ccc(NCC(=O)N/N=C/c2cccc(Oc3ccccc3)c2)cc1 | -4 | 1 | 0.7 | 0.8 | 0 | 0.9 | -3 | 1 | 0.87 | 1
COC(=O)c1ccccc1N1CCS(=O)(=O)CC1 | -8 | 4 | 0.9 | 1 | -5 | 1 | -7 | 1 | 0.97 | 1.1
CN=C1SC(CC(=O)Nc2ccc(N3CCOCC3)cc2)C(=O)N1C (stereo not drawn) | -6 | 36 | 1 | 0.9 | -1 | 0.9 | -6 | 1 | 1.2 | 1.1
Cc1cc(C)n2ncc(S(=O)(=O)c3ccccc3)c2n1 | -6 | 12 | 1 | 1.2 | -2 | 1 | -9 | 1 | 1 | 1.1
COc1ccc(C(=O)OCCN2CCCCC2)cc1 | -4 | -2 | 0.9 | 1.1 | -1 | 1.1 | -13 | 1 | 1.4 | 1
COc1ccc(S(=O)(=O)O/N=C2\CCSc3ccc(C)cc32)cc1 | -2 | 1 | 0.6 | 0.8 | -2 | 0.9 | -13 | 1 | 0.98 | 1
Cc1cccc(NC(=O)c2cnc3sccn3c2=O)c1C | 20 | 49 | 0.8 | 0.9 | -4 | 0.9 | -21 | 1 | 2.5 | 0.8
O=C(c1ccc(Cl)cc1)N1CCC(c2nc(-c3cccs3)no2)CC1 | -6 | 4 | 1 | 1.1 | -5 | 1.1 | 9 | 1 | 1.1 | 1.1
COc1ccc(S(=O)(=O)CCC(=O)N2CCN(c3ccc(F)cc3)CC2)cc1 | -6 | 14 | 1 | 1 | 0 | 1 | -1 | 1 | 0.91 | 1.1
Cc1ccccc1NC(=O)C(NC1CCCCC1)C(C)C (stereo not drawn) | -7 | 25 | 1.1 | 0.9 | -9 | 1 | -14 | 1.1 | 0.92 | 1.1
COc1ccc(-c2cn3c(C)c(C(=O)N4CCN(c5ccc(F)cc5)CC4)sc3n2)cc1 | 0 | -7 | 0.9 | 1 | -3 | 0.9 | -11 | 1 | 1.2 | 1
COc1ccc(OC)c(NC(=S)N2CCc3ccccc3C2)c1 | -1 | 4 | 1 | 0.9 | -2 | 0.8 | -7 | 1 | 1.8 | 1
CCC(Oc1ccccc1)C(=O)NCCOC (stereo not drawn) | -2 | -6 | 0.9 | 1 | -6 | 1 | -12 | 1.1 | 1.3 | 1
CC(C)COC(=O)c1cc(=O)[nH]c2ccccc12 | -5 | 10 | 0.9 | 1 | -6 | 1 | -8 | 1.1 | 0.94 | 1.1
CCCCCCc1c(C)nc(-n2[nH]c(C)c(CCO)c2=O)[nH]c1=O | -3 | -15 | 1.2 | 0.9 | 0 | 0.8 | -159 | 1 | 1.1 | 1

Compounds were not picked by outcome (roughly 3.6% active in at least one column).
